Assay outcomes deposited in PubChem BioAssay by The Scripps Research Institute Molecular Screening Center.
TEAD-YAP inh – TEAD-YAP interaction inhibition; HEK-TIYL cells, TEAD-Gal4/YAP UAS-luciferase luminescence; inhibition, % at 9.12 µM; 640,000 tested, 1.4% active; AID 1259422; in the data active = inhibition above about 32%;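 also: 0% = median of test compound wells and 100% = reference inhibitor wells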
FBW7 act – activators of human E3 ligase FBW7; AlphaScreen FBW7–phospho-cyclin E peptide binding, activator screen; AID 1259310; normalized activity (activation), % at 26.1 µM; 650,000 tested, 0.13% active; Q969H0; in the data active = normalized activity above about 1.9%;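 also: purified mutant Fbw7 with reduced substrate affinity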
GPR151 ag – human GPR151 activation; 650,000 tested, 1% active; PathHunter beta-arrestin GPR151 cells, luminescence; Q8TDV0; activation, % at 11.2 µM; in the data active = activation above about 4.9%;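 also: 0% = median of compound wells and 100% = cells with positive control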
Target sequence (Q8TDV0 whole entry, looked up): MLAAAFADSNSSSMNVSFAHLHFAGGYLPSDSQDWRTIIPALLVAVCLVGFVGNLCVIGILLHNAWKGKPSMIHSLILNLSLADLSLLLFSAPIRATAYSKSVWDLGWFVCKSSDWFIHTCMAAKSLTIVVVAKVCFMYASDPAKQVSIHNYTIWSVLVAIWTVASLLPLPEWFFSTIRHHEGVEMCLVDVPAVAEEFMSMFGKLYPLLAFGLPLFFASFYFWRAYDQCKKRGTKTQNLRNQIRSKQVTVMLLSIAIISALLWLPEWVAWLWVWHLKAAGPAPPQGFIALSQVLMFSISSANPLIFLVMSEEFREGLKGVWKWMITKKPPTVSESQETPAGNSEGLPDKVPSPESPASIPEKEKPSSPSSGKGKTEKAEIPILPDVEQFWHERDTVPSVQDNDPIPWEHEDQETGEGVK
MITF primary – blocks human microphthalmia-associated transcription factor; AlphaScreen MITF homodimerization, bead proximity signal; inhibition, % at 2.6 µM; AID 1259374; 650,000 tested, 0.91% active; in the data active = inhibition above about 50%;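 also: 0% = vehicle wells with protein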
Target sequence (O75030 whole entry, looked up): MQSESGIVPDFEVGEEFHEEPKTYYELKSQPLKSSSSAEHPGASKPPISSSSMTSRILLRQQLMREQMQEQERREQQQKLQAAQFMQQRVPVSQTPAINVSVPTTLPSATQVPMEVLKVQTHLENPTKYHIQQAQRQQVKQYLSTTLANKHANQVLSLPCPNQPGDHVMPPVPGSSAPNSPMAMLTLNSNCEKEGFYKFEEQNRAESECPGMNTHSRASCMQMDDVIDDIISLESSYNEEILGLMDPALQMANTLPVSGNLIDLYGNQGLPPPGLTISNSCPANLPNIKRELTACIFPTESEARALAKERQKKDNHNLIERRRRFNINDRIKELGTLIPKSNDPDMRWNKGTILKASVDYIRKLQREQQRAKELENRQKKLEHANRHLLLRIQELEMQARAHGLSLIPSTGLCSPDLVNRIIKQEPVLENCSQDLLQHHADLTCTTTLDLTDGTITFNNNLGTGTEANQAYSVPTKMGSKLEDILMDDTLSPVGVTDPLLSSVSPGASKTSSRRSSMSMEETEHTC
An asterisk follows results filed as active.

mol	TEAD-YAP inh	MITF primary	GPR151 ag	FBW7 act
COc1ccc(Br)c(C(=O)N[C@@H](CCSC)c2nc3ccccc3[nH]2)c1	8	-8	-1.0	-0.1
COc1ccccc1/C=C/CN(C)C1CCN(C)CC1	-9	42	0.3	0.0
O=C(c1nc2ccccn2c1CNCC1(N2CCCCC2)CCCC1)N1CCCC1	8	4	2.0	0.3
Brc1cccc(-c2nnc3n2CCCCC3)c1	0	22	-0.9	0.8
COC(=O)c1ccc([C@@H]2C[C@H]3CN(c4ccccc4OC)C(=O)[C@]34CCCN24)cc1	2	17	1.7	0.1
COc1ccccc1NC(=O)c1ccc(F)c(S(=O)(=O)N2CCOCC2)c1	-8	0	3.0	-0.1
CC1CCCCN1S(=O)(=O)c1ccc2c(c1)CCN2C(=O)CCC(=O)O (stereo unspecified)	6	-2	0.8	0.1
CCCNC(=O)C1CCC(Cn2c(=O)c3sccc3n(Cc3cccc(OC)c3)c2=O)CC1 (stereo unspecified)	5	9	3.9	0.1
O/N=C/c1cc[n+](C/C=C\c2ccccc2)cc1	-1	9	-1.6	0.1
O=C1CCCN1CP(=O)(O)C1Cc2ccccc2C1	4	-10	-0.4	0.3
CCC(=O)N1CCc2cc(S(=O)(=O)Nc3cc(OC)ccc3OC)ccc21	8	2	-0.8	0.3
CN1CCc2c(OCC(=O)Nc3ccc(Br)cc3)cccc2C1=O	21	24	0.7	0.0
Cc1ccc2occ(CN3CCC4(CC3)NC(=O)c3ccccc3O4)c(=O)c2c1	1	0	-0.3	-0.1
O=C(Nc1cc(Oc2ccccc2)cc([N+](=O)[O-])c1)c1cc2n(n1)C(C(F)(F)F)CC(c1ccc(Br)cc1)N2 (stereo unspecified)	-3	-1	-0.6	0.0
CCOc1ccc(C(=O)Nc2ccc(N3CCN(CC)CC3)cc2)cc1	-11	-2	-0.2	0.0
CCN1CCN(c2c(Cl)cccc2NC(=O)c2cc(Br)c(Br)o2)CC1	-1	3	-0.6	0.0
COC(=O)C1=C(C)N(c2ccc(OC)c(OC)c2)C(=O)/C1=C\c1ccc2c(c1)OCO2	5	1	-0.3	-0.1
COc1ccc(Br)cc1C(=O)N/C(=C\c1cccc([N+](=O)[O-])c1)C(=O)Nc1ccc(F)cc1	0	-4	0.8	-0.2
Cc1ccc(C(=O)Nc2ccc(C(=O)Nc3cccc4ccccc34)cc2)cc1[N+](=O)[O-]	-2	5	0.9	0.1
COC(=O)c1sccc1NC(=O)C(=O)Nc1ccc2nc3n(c(=O)c2c1)CCCCC3	-1	6	0.0	-0.2
FC(F)(F)c1ccc(Cn2cnc3c(NCc4cccc(C(F)(F)F)c4)nc(NC4CCN(Cc5ccccc5)CC4)nc32)cc1	-2	14	-1.0	0.0
CCCCSc1nnc2c(n1)OC(c1cc(OC)c(OC)cc1Cl)N(C(C)=O)c1ccccc1-2 (stereo unspecified)	3	14	1.0	0.1
Cc1cc(C)cc(NC(=O)c2sc(=S)n3c2[nH]c(=O)c2ccccc23)c1	-1	-18	0.2	-0.2
Cc1nn(-c2ccc(F)cc2)c(Cl)c1C=O	-6	18	-2.4	0.4

An excerpt of the results above, for reference:
mol	TEAD-YAP inh	MITF primary	GPR151 ag	FBW7 act
Cc1ccc2occ(CN3CCC4(CC3)NC(=O)c3ccccc3O4)c(=O)c2c1	1	0	-0.3	-0.1
O=C(Nc1cc(Oc2ccccc2)cc([N+](=O)[O-])c1)c1cc2n(n1)C(C(F)(F)F)CC(c1ccc(Br)cc1)N2 (stereo unspecified)	-3	-1	-0.6	0.0
CCOc1ccc(C(=O)Nc2ccc(N3CCN(CC)CC3)cc2)cc1	-11	-2	-0.2	0.0
CCN1CCN(c2c(Cl)cccc2NC(=O)c2cc(Br)c(Br)o2)CC1	-1	3	-0.6	0.0
COC(=O)C1=C(C)N(c2ccc(OC)c(OC)c2)C(=O)/C1=C\c1ccc2c(c1)OCO2	5	1	-0.3	-0.1
COc1ccc(Br)cc1C(=O)N/C(=C\c1cccc([N+](=O)[O-])c1)C(=O)Nc1ccc(F)cc1	0	-4	0.8	-0.2
Cc1ccc(C(=O)Nc2ccc(C(=O)Nc3cccc4ccccc34)cc2)cc1[N+](=O)[O-]	-2	5	0.9	0.1
COC(=O)c1sccc1NC(=O)C(=O)Nc1ccc2nc3n(c(=O)c2c1)CCCCC3	-1	6	0.0	-0.2
FC(F)(F)c1ccc(Cn2cnc3c(NCc4cccc(C(F)(F)F)c4)nc(NC4CCN(Cc5ccccc5)CC4)nc32)cc1	-2	14	-1.0	0.0
CCCCSc1nnc2c(n1)OC(c1cc(OC)c(OC)cc1Cl)N(C(C)=O)c1ccccc1-2 (stereo unspecified)	3	14	1.0	0.1
Cc1cc(C)cc(NC(=O)c2sc(=S)n3c2[nH]c(=O)c2ccccc23)c1	-1	-18	0.2	-0.2
Cc1nn(-c2ccc(F)cc2)c(Cl)c1C=O	-6	18	-2.4	0.4

Next records follow:
mol	TEAD-YAP inh	MITF primary	GPR151 ag	FBW7 act
CCOc1ccc(/C=C/C(=O)Nc2ccc(C(=O)OC(C)C)cc2)cc1	15	-3	-1.4	0.0
COc1ccc(-n2nc(C)cc2N)cc1	9	0	-0.2	0.0
OC(c1ccc2c(c1)CN(C1CCSC1)CCO2)c1ccccn1 (stereo unspecified)	5	10	1.2	0.1
CCCOc1ccc(/C=C/c2nc(O)c([N+](=O)[O-])c(=O)[nH]2)cc1OC	-5	2	-0.9	-0.4
CC(C)C(=O)NCC(c1cccnc1)N1CCN(c2ccc(F)cc2)CC1 (stereo unspecified)	7	7	1.1	0.0
Cc1cc(=O)[nH]c(N/N=C/C2CC=CCC2)n1 (stereo unspecified)	0	-15	1.3	0.0
CCCc1nc(N)nc2c1C(=O)CC(C)(C)C2	-8	15	0.6	0.2
CCOc1cc(C(=S)N2CCCCC2)ccc1OC(=O)c1ccccc1Cl	-5	4	3.4	0.2
Cc1cc(C(=O)O)ccc1-c1ccc(C=C2C(=O)N(C)C(=S)N(C)C2=O)o1	0	-2	1.5	0.0
CC(C)N(CCNC(=O)c1ccnc(-c2ccccc2)c1)C(C)C	-3	-9	2.7	-0.1
O=C1c2c(NCc3ccccc3)cc([N+](=O)[O-])cc2S(=O)N1Cc1ccccc1 (stereo unspecified)	2	10	-0.6	-0.1
C=CCN1CCN(C(c2cc(OC)ccc2OC)c2nnnn2Cc2ccccc2)CC1 (stereo unspecified)	0	-2	-0.6	0.1
Cc1cccc(NC(=O)C2CC3CCCN3C23C(=O)Nc2ccccc23)c1C (stereo unspecified)	4	7	2.6	0.2
O=C1CC(N2CCN(Cc3ccccc3)CC2)C(=O)N1c1ccc(Br)cc1Br (stereo unspecified)	0	25	0.2	0.4
Nc1nc(SCC(=O)Nc2cccc(C(F)(F)F)c2)n[nH]1	4	16	0.3	0.4
O=C(NCCc1nc(-c2ccccc2)cs1)C1CC(Cc2ccc3c(c2)OCO3)=NO1 (stereo unspecified)	-49	7	0.9	-0.5
Cc1ccccc1NC(=O)CN1CCC(c2nc3ccccc3[nH]2)CC1	-5	5	-2.1	0.0
CCNc1cc(N2CCN(S(=O)(=O)c3ccccc3)CC2)ccc1[N+](=O)[O-]	-1	3	-1.1	0.8
O=c1c2ccccc2[nH]c(=S)n1CCN1CCCCC1	0	12	-1.7	0.2
CN(C)c1cc(-c2ccccc2)nc(N)n1	7	12	-1.2	0.0
CCN(CC)C(=O)N1C2CCC1CC(O)(c1nccn1C)C2 (stereo unspecified)	13	14	-1.4	0.5
CCOc1ccc(-n2ccnc(SCC(=O)c3ccc(C)cc3C)c2=O)cc1	8	26	0.2	-0.2
COc1cccc(N2CCN(C(=O)CCn3c(=S)[nH]c4cc5c(cc4c3=O)OCO5)CC2)c1	0	-8	2.1	0.0
O=C(Cc1ccccc1)NC(=S)Nc1ccccc1	-3	2	1.7	-0.1

Three structures already listed, sorted by heavy-atom count, ascending.
mol	TEAD-YAP inh	MITF primary	GPR151 ag	FBW7 act
COc1ccc(Br)c(C(=O)N[C@@H](CCSC)c2nc3ccccc3[nH]2)c1	8	-8	-1.0	-0.1
Cc1cc(C(=O)O)ccc1-c1ccc(C=C2C(=O)N(C)C(=S)N(C)C2=O)o1	0	-2	1.5	0.0
Cc1ccc(C(=O)Nc2ccc(C(=O)Nc3cccc4ccccc34)cc2)cc1[N+](=O)[O-]	-2	5	0.9	0.1

Next part:
mol	TEAD-YAP inh	MITF primary	GPR151 ag	FBW7 act
N#C/C(=C\c1ccc(-c2ccc(Cl)cc2)o1)c1nn(CCO)c(N)c1C#N	-1	-14	-1.0	0.0
O=c1c(C=NCc2ccccn2)c(CSc2ccc(Cl)cc2)[nH]n1-c1nc2ccccc2s1	5	6	-0.8	-0.4
Cc1[nH]c2ccccc2c1/C=N/NC(=O)c1cc(O)cc(O)c1	3	9	2.7	-0.1
Cc1ccc(-n2c(SCC#N)nc3c(sc4ccccc43)c2=O)cc1	-6	1	-0.5	0.0
CC12CC(NC(=O)N1c1ccc(Cl)cc1)c1cc([N+](=O)[O-])ccc1O2 (stereo unspecified)	-4	6	-0.4	0.2
Brc1ccc2ncccc2c1	0	2	-2.6	0.2
Cc1ccc(-c2nc(-c3ccc(NC(=O)c4ccco4)cc3)no2)cc1[N+](=O)[O-]	0	8	2.2	0.1
O=C(NCCSc1c[nH]c2ccccc12)c1ccc2c(c1)OCO2	-6	-10	1.3	-0.1
CC(C)c1ccc(-c2nnn(CC(N)=O)n2)cc1	-2	10	-0.5	-0.1
Cc1ccc(C2C=C(c3ccc(Br)cc3)Nc3nc4ccccc4n32)cc1 (stereo unspecified)	-65	4	5.9*	-0.2
O=C(N/N=C/c1ccc(Cl)cc1)c1cc(Br)ccc1O	-12	0	-0.7	0.0
COc1ccc(-c2noc(-c3ccc(Br)o3)n2)cc1	-43	13	-0.8	0.6
CCn1c2ccccc2c2nnc(SCCN3CCCCC3)nc21	2	2	-1.2	-0.2
CCCCN(C(C)=O)c1ccc(C(=O)O)cc1	-2	-4	-0.4	-0.3
O=C1C(=O)N(CCO)C(c2cccc(F)c2)/C1=C(/O)c1ccc(Cl)cc1 (stereo unspecified)	4	17	-0.6	0.1
CC1=CN2C(=NC(C(F)(F)F)(C(F)(F)F)N=C2c2ccc(F)cc2)C=C1	-5	1	-0.5	-0.1
CCOc1ccc(-c2csc(/C(C#N)=C/Nc3ccc(C(N)=O)cc3)n2)cc1	2	4	0.3	0.0
CN(C)CCCNS(=O)(=O)c1ccc(Sc2nnc3ccccn23)c([N+](=O)[O-])c1	7	8	0.4	0.1
CCn1c(SCC(=O)Nc2ccc(OC)cc2)nnc1-c1cccs1	10	5	0.8	0.2
Cc1ccc(C(=O)C2=C(O)C(=O)N(Cc3cccnc3)C2c2ccc(Cl)cc2)o1 (stereo unspecified)	-8	13	-1.0	0.0
Cc1c(C#N)c(NC(=O)CCl)n(C2CCCCC2)c1C	1	-4	1.2	0.1
N#Cc1ccc2c(c1)Cc1ccccc1-2	-15	-4	-0.9	-0.1
CCOC(=O)N1CCN(C(=O)CCC2(Cc3ccco3)CCC(=O)N2)CC1 (stereo unspecified)	-1	-13	1.0	0.0
CCOC(=O)/C=c1/sc2n(c1=O)CCN=2	1	6	0.4	0.0
O=C(NCc1ccco1)c1nn2c(c1Cl)NC(c1cccs1)CC2C(F)(F)F (stereo unspecified)	14	2	0.8	0.0
COc1ccccc1NC(=O)CN(Cc1ccccc1)S(=O)(=O)c1ccc(Br)cc1	-3	-5	0.5	0.0
CN(C(=O)CSc1ncccc1C(=O)O)c1ccccc1	1	-13	0.4	-0.2
CN(C)C(CNC(=S)Nc1ccc(I)cc1)c1cccnc1 (stereo unspecified)	12	10	-1.9	0.5
COc1ccccc1Cn1c(=S)[nH]c2cc(C(=O)N3CC(C)CC(C)C3)ccc2c1=O (stereo unspecified)	-5	-5	0.0	-0.2
COCCNc1nc(SCc2cc(C(C)=O)ccc2OC)nc2ccccc12	-1	6	3.4	0.2
CC(C)N(CCNc1nc(Nc2ccc(-n3ccnc3)cc2)nc2c1ncn2C1CCCCC1)C(C)C	20	5	-0.5	-0.3
COc1ccccc1C(=O)N/N=C(\C)CC(=O)Nc1ccccc1NC(C)=O	-25	4	-0.1	0.3
Cc1cc(S(=O)(=O)N2CCN(c3ccc(F)cc3)CC2)ccc1-n1cnnn1	3	11	0.6	0.0
CCOc1ccc(-n2c(CNC(=O)c3ccc(S(=O)(=O)N(C)C)cc3)nnc2SCC(=O)Nc2ccc(F)cc2)cc1	-1	-3	-0.6	-0.1
O=C(Cn1ncc2c(=O)oc3ccccc3c21)NCC1COc2ccccc2O1 (stereo unspecified)	-3	-4	0.9	-0.2
COc1ccccc1/C=C1\C(=O)N(c2ccc(Cl)c(C(=O)O)c2)N=C1C	-5	1	0.4	-0.4
